# Bioassay records deposited in PubChem BioAssay by National Center for Advancing Translational Sciences (NCATS).
# FLuc counter: firefly luciferase modulation, counter-screen for miR-21 project | hit rate 6.9% among 360,000 | P08659 | Potency, µM (highest dose often 57.5 µM), without a hit: at the top dose activity change, negative = inhibition, actives largely listed as inhibitors | AID 588342 | purified FLuc, Km substrates, luminescence inhibition;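 also: potency is read from the fitted curve at half-maximal effect; plate controls were vehicle for no effect and reference inhibitor for full effect; nearly all actives have a fitted effect of over 55% in size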
# Target sequence (P08659 whole entry, looked up): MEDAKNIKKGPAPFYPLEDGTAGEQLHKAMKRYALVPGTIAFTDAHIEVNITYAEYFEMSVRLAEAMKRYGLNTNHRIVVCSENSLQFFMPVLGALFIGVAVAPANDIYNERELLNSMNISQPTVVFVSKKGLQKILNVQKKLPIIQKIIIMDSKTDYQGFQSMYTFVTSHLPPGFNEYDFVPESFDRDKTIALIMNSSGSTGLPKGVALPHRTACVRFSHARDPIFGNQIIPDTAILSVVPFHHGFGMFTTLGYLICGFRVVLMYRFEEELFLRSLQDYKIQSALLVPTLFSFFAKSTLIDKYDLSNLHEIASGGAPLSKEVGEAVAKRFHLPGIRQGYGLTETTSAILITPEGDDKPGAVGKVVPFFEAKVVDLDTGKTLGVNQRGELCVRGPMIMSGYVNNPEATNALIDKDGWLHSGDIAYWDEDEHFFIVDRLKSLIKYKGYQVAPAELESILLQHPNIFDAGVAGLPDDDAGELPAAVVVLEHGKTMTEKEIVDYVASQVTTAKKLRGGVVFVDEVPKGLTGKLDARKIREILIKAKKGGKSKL
#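 Purified P. pyralis luciferase, 10 nM final, with Km-level 10 uM D-luciferin and 10 uM ATP in 50 mM Tris acetate pH 7.5, 10 mM Mg acetate, 0.01% Tween-20, 0.05% BSA; 6-point qHTS titration about 60 µM downward; luminescence read.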
# PKM2 activator: increases activity of human pyruvate kinase M2. P14618. purified PKM2, Kinase-Glo ATP luminescence, activation; response scale: 0% is enzyme alone, no compound. Potency, µM (highest dose often 57.5 µM), for inactives: at the top dose activation, most hits filed as activators. hit rate 0.34% among 260,000; also: potency is read from the fitted curve at half-maximal effect; % is scaled to controls: 0 for no effect and ±100 for the full control effect; nearly all actives have a fitted effect of over 55% in size
#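 Purified hPK-M2 (>95% pure) converted ADP (0.1 mM final) to ATP with 0.5 mM PEP in 50 mM imidazole pH7.2, KCl, MgCl2, Tween 20, BSA; 1 h at room temperature. ATP detected by Kinase-Glo luminescence.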
# Rab9 prom act: activates the Rab9 promoter; Potency, µM (series often up to 9.22 µM), for inactives: at the top dose activation, negative = inhibition, actives largely listed as activators; Huh7 Rab9 promoter-luciferase reporter, luminescence, 24 h; hit rate 2.8% among 320,000; AID 485297; also: potency is read from the fitted curve at half-maximal effect; % of control where 0% means no effect; nearly all actives have a fitted effect of over 60% in size
#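 Luciferase signal after 10 min detection reagent at ambient indicates Rab9 promoter upregulation; stably transfected Huh7 cells were treated 24 h with compound in DMSO at 37 °C, 5% CO2.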
# Mito fusion act: blocks mitochondrial division or promotes mitochondrial fusion; AID 485298; hit rate 0.23% among 320,000; Potency, µM (titrated, usually from 46.1 µM), for inactives: at the top dose growth rescue (activation), most hits filed as activators; S. cerevisiae fusion-defective mutant growth rescue, CellTiterGlo 48 h;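 also: potency is read from the fitted curve at half-maximal effect; % of control where 0% means no effect; nearly all actives have a fitted effect of over 45% in size; temperature-sensitive fusion mutants such as fzo1-1 at 37 °C on non-fermentable ethanol glycerol medium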
#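 Yeast fusion mutant, YPEG (non-fermentable carbon), compound, 48 h at 37C non-permissive; CellTiterGlo added, 10 min RT, luminescence read. Rescued growth = division inhibition.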
# NPC1 prom act: activators of NPC1 promoter | Huh7 NPC1 promoter luciferase reporter, 24 h | Potency, µM (series often up to 9.22 µM), for inactives: top-dose activation, hits mostly activators | hit rate 2.4% among 320,000;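 also: potency is read from the fitted curve at half-maximal effect; % of control where 0% means no effect; nearly all actives have a fitted effect of over 60% in size; reporter is driven by a mutant NPC1 promoter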
#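 Stable NPC1-promoter luciferase Huh7 line; cpd (DMSO) 24 h, 37 °C, 5% CO2; Amplite luciferase reagent 10 min RT; luminescence readout. qHTS format.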
# Menin MLL FP TR: menin-MLL binding inhibition, Texas Red mutant peptide | O00255 | Menin + Texas Red MLL mutant peptide, fluorescence polarization | Potency, µM (titrated, usually from 61.6 µM), without a hit: top-dose FP activity change, negative = inhibition, hits mostly inhibitors | hit rate 0.23% among 270,000; active = well fitted inhibition curve with a large enough effect in the polarisation, with a control signal flat, not every such curve was filed as active; inconclusive = small, poorly fitted or top-dose-only effect, or effect the other way, or a change in a side signal; inactive = no such curve, though single readings can be large or run the other way; the % refers to the polarisation; also: potency is read from the fitted curve at half-maximal effect; % of control where 0% means no effect; many of its hits are not listed in these tables
# KCNH2 3.1 inh: inhibitors of human KCNH2 3.1 potassium channel isoform. hit rate 0.95% among 340,000. U2OS KCNH2 3.1, thallium flux FluxOr; hits give low values. activity change, % (tested at about 1.8 µM);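 active = maximum activity change below -70%; inconclusive = maximum activity change from -70% to -50%; inactive = maximum activity change above -50%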;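 also: thallium influx rate constant from kinetic fluorescence after stimulation buffer; % is scaled to controls: 0 for no effect and ±100 for the full control effect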
#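 Normalized rate constant (relative to positive and negative DMSO controls) derived from a 2 min kinetic fluorescence read after stimulation; U2OS cells expressing the 3.1 isoform via virus at 1.77 x 10^8 /mL.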
# MBNL1 CUG block: inhibitors of human MBNL1 binding to CUG repeat RNA; hit rate 0.036% among 280,000; Potency, µM (series often up to 57.5 µM), without a hit: top-dose activity change, negative = inhibition, most hits filed as inhibitors; TR-FRET MBNL1-His/biotin-(CUG)12 binding, 665/545 ratio; Q9NR56; active = well fitted inhibition curve with a large enough effect in the signal ratio, with a control signal flat, not every such curve was filed as active; inconclusive = small, poorly fitted or top-dose-only effect, or effect the other way, or a change in a side signal; inactive = no such curve, though single readings can be large or run the other way; the % refers to the signal ratio; also: potency is read from the fitted curve at half-maximal effect; % is scaled to controls: 0 for no effect and ±100 for the full control effect
#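 Ratiometric TR-FRET (665 over 545 nm, excitation 340 nm) tracks disruption of MBNL1-His/biotin-(CUG)12 complex after 60 min at room temperature, with compounds at 92 nM to 58 uM final.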
# RORgamma inh: ROR gamma (mouse) transcription inhibition; P51450; Potency, µM (doses to about 53.6 µM), inactives show at the highest dose activity change, negative = inhibition, most hits filed as inhibitors; AID 2551; hit rate 5.4% among 310,000; Drosophila S2 Gal4-RORgamma UAS-luciferase reporter, 20 h; also: potency is read from the fitted curve at half-maximal effect; % is scaled to controls: 0 for no effect and ±100 for the full control effect; nearly all actives have a fitted effect of over 60% in size
# Target sequence (P51450 whole entry, looked up, the tested form may be a part): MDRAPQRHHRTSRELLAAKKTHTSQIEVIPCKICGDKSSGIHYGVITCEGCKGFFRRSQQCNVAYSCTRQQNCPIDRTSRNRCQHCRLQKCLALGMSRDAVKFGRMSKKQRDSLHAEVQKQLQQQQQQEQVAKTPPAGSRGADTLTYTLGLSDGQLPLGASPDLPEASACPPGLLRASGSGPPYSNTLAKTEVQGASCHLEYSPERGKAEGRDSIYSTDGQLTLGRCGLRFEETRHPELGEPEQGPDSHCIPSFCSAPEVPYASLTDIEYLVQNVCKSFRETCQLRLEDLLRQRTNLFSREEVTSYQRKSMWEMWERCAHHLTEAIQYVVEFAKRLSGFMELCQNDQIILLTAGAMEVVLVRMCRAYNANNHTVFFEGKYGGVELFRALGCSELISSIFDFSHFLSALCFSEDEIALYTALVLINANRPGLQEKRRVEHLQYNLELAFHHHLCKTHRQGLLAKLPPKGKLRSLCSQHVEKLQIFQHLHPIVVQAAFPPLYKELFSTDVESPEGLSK
#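 Drosophila Schneider cells stably carrying a metallothionein-driven Gal4 DBD–ROR gamma fusion and a UAS-Photinus luciferase reporter were exposed to compound for 1 hr, then induced with copper sulfate (700 uM final) for 20 hr at ambient temperature before luminescence reading.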
# ELG1 DNA repair: inhibitors of ELG1-dependent DNA repair in HEK293T cells; HEK293T ELG1-luciferase reporter, luminescence, 16 h; DNA damage induced by 5-fluorouridine; Potency, µM (doses to about 46.1 µM), inactives show at the top dose activity change, negative = inhibition, hits mostly inhibitors; hit rate 2.3% among 330,000; also: potency is read from the fitted curve at half-maximal effect; % is scaled to controls: 0 for no effect and ±100 for the full control effect; nearly all actives have a fitted effect of over 55% in size
#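 5-Fluorouridine DNA damage + compound/DMSO, 2,000 cells/well, 16 h, 37 °C/5% CO2. ONE-Glo, 30 min RT, luminescence. Readout = decrease in reporter signal.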
# VP16 counter: inhibits Gal4-VP16 luciferase reporter, ROR gamma counter-screen; hit rate 3.5% among 310,000; Drosophila S2 Gal4-VP16 UAS-luciferase, luminescence, 20 h; Potency, µM (highest dose often 53.6 µM), without a hit: top-dose activity, negative = inhibition, most hits filed as inhibitors;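 also: Gal4-VP16 expression switched on by copper sulfate through the metallothionein promoter; potency is read from the fitted curve at half-maximal effect; % is scaled to controls: 0 for no effect and ±100 for the full control effect; nearly all actives have a fitted effect of over 50% in size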
# * = called active by the depositor; u = inconclusive; x = no result given; [ ] = another dose, or the depositor's remark. Unless noted, calls follow the shape of the dose curve; as a rule, active = well fitted curve in the direction sought with a large enough effect; inconclusive = small, poorly fitted or top-dose-only effect, or another doubt; inactive = no such curve, though single readings can be large; an effect the other way counts as inactive or inconclusive. These rows are one share of the data; the hit share may differ from the screen's.
# The line under a structure holds: FLuc counter	PKM2 activator	Rab9 prom act	Mito fusion act	NPC1 prom act	Menin MLL FP TR	KCNH2 3.1 inh	MBNL1 CUG block	RORgamma inh	ELG1 DNA repair	VP16 counter
COc1ccc(NC(=O)Cn2nnc(-c3ccccc3NS(=O)(=O)c3ccccc3)n2)cc1
    -2%	-5%	-20%	7%	-6%	u	-2	x	-32%[10 µM]	-6%	u
Cc1occc1C(=O)N1CCN(S(=O)(=O)c2ccc(F)cc2)CC1
    7%	x	-2%	-3%	-7%	x	8	x	x	2%	x
OCCNCC12CC3CC(CC(C3)C1)C2
    -1%	0%	-1%	1%	1%	-10%	-2	1%	11%	5%	1%
CC(C)c1ccc(O)c(N)c1
    -5%	-5%	14%	6%	8%	14%	1	3%	-2%	30%	u
CCOC(=O)CC(=O)CSc1nc(-c2cccnc2)ccc1C#N
    u	11%	2%	1%	3%	u	9	u	-4%	u	4%
COc1ccc(C(=O)NC(Oc2ccccc2)C(Cl)(Cl)Cl)cc1 (stereo not given)
    0%	-2%	-4%	7%	6%	22%	7	-11%	-37%	5%	-30%
Cc1nn(S(=O)(=O)c2ccc(Br)cc2)c(C)c1S(=O)(=O)N1CCOCC1
    -1%	x	-4%	3%	0%	x	-8	-3%	-13%	u	5%
O=C(CN(Cc1ccccc1)C(=O)c1csnn1)NCc1ccccc1
    4%	1%	-1%	5%	0%	1%	-3	-3%	20%	-5%	1%
O=C(Nc1ccc2c(c1)CCC2)Nc1ccc2c(c1)OCO2
    u	0%	2.2µM*	17%	3.5µM*	15%	3	-7%	0%	u	-15%
Cc1nnc(SCC(=O)Nc2ccccc2)[nH]c1=O
    -3%	0%	-5%	-6%	-2%	x	18	-4%	-16%	3%	-11%
O=C(Nc1ncc(Cc2cccc(C(F)(F)F)c2)s1)C1CCCO1 (stereo not given)
    u	3%	21%	-4%	13%	x	1	-1%	-23%	u	3%
Cc1cc(C)c(S(=O)(=O)Nc2ccc(Cl)cn2)c(C)c1
    3%	7%	-3%	7%	0%	u	0	-14%	-9%	1%	-6%
O=C(CN1CCCC1)Nc1ccc(Br)cc1[N+](=O)[O-]
    u	9%	12%	1%	14%	-13%	-10	u	-5%[1.91 µM]	0%	3%
O=C(NNC1=NS(=O)(=O)c2ccccc21)c1ccc(Cl)cc1
    3.4µM*	1%	u	7%	u	20%	5	3%	-42%	u	u
CC(C)(C)OC(=O)N1CCCC(C(=O)CC#N)C1 (stereo not given)
    3%	10%	-1%	1%	11%	0%	5	1%	11%	u	-2%
O=C(N(c1ccccc1)c1ccccc1)N(c1ccccc1)c1ccccc1
    0%	-2%	-6%	12%	-8%	x	-4	-15%	5%	u	2%
COc1ccccc1N(Cc1ccccc1)S(=O)(=O)c1cccc(C(=O)NC2CC(C)(C)NC(C)(C)C2)c1
    6%	x	1%	4%	-4%	x	-35	x	x	22%	x
C/C=C\C=C\C(=O)N1CC2(CC(c3cccc(NC(=O)CC)c3)=NO2)C[C@H]1C(N)=O (stereo not given in full)
    -11%	7.9µM*	-6%	u	1%	x	-12	8%	-9%	22%	2%
CCCNC(=O)C1CC2Cn3c(nc4ccccc43)C2N1C (stereo not given)
    -1%	x	0%	0%	-1%	x	3	x	x	16%	x
Cc1cc(=O)n2nc(N3CCC(C(=O)NCc4cccc(Br)c4)CC3)sc2n1
    -1%	x	-1%	-1%	-3%	x	-16	95%[activator]	25%	0%	-3%
Cc1c(NC(=O)c2cccs2)cccc1[N+](=O)[O-]
    3%	0%	-4%	2%	4%	-17%	-4	7%	-1%	19%	12%
COc1ccccc1NC(=O)CN1C(=O)COc2ccc(C)cc21
    5%	5%	-5%	-1%	1%	8%	-3	-2%	0%	-1%	2%
COc1cc(/C=C/CO)cc(OC)c1OC/C=C(\C)CCC=C(C)C
    -3%	-6%	0%	7%	0%	x	1	-6%	2%	-5%	-14%
O=C(Nc1cccc(Oc2ccc(C(=O)O)c(C(=O)O)c2)c1)c1ccc(-c2ccccc2)cc1
    1.7µM*	27%	-4%	2%	1%	x	-4	-7%	u	1%	u
COc1ccc(N(C(=O)c2ccco2)C(C(=O)NC2CCCC2)c2ccc(C)cc2)c(OC)c1 (stereo not given)
    0%	0%	-4%	11%	-2%	u	-2	-2%	1%	8%	11%
O=C(CSc1nncn1-c1cccnc1)Nc1ccccc1[N+](=O)[O-]
    -2%	x	1%	-6%	-5%	x	31	u	-6%	10%	-15%
CCCCCC1=CCC/C1=N\NC(=O)c1ccc2c(c1)OCO2
    -10%	1%	-2%	26%	-9%	-14%	-3	-2%	u	5%	3%
COc1cc2nc(CN3CCN(S(=O)(=O)c4ccccc4)CC3)[nH]c(=O)c2cc1OC
    0%	x	-3%	-3%	0%	x	21	x	x	u	x
Cc1ccc(CNC(=O)CN2C(=O)COc3ccc(C)cc32)cc1
    -2%	2%	2%	-2%	2%	9%	10	-4%	1%	19%	2%
CSc1ccccc1C(=O)C1CCCN(Cc2cnn(-c3ccccc3)c2)C1 (stereo not given)
    5%	-1%	6%	14%	9%	u	15	5%	-5%	-18%	0%

# 3 entries already listed, ordered by the number in PKM2 activator, rising:
structure	PKM2 activator
CC(C)c1ccc(O)c(N)c1	-5%
COc1ccccc1NC(=O)CN1C(=O)COc2ccc(C)cc21	5%
O=C(Nc1cccc(Oc2ccc(C(=O)O)c(C(=O)O)c2)c1)c1ccc(-c2ccccc2)cc1	27%

# (continued)
# The line under a structure holds: FLuc counter	PKM2 activator	Rab9 prom act	Mito fusion act	NPC1 prom act	Menin MLL FP TR	KCNH2 3.1 inh	MBNL1 CUG block	RORgamma inh	ELG1 DNA repair	VP16 counter
COc1ccccc1CNCC(O)(c1ccc(Cl)cc1)c1ccc(Cl)cc1
    6%	-1%	-1%	-21%	-1%	u	-40	2%	u	-7%	u
CCC(C)(C)n1nnnc1C(c1ccccn1)N1CCOCC1 (stereo not given)
    3%	0%	3%	1%	-4%	-2%	7	6%	-4%	0%	-1%
CC(C)CC(CO)N1CCN(C(=O)c2ccc(C(C)(C)C)cc2)CCC1=O (stereo not given)
    -3%	-19%	5%	5%	5%	u	-6	-30%	0%	u	0%
Cc1cccc(-c2nc3ccccc3c(=O)[nH]2)c1
    11µM*	x	3.2µM*	3%	2.8µM*	6%	-13	21%	1%	u	18%
COc1ccccc1Nc1nc(-c2cccnc2)cs1
    13µM*	1%	u	-3%	u	24%	-1	18%	u	u	-3%
O=C(CCC(=O)OCCCC(F)(F)C(F)(F)F)Nc1ccc(Cl)cc1Cl
    -1%	-7%	1%	-2%	0%	9%	11	-12%	8%	-1%	-6%
Brc1csc(/C=N/Nc2nc3ccccc3s2)c1
    1.2µM*	-16%	3.2µM*	-2%	5µM*	u	-6	-2%	0.56µM*	u	1.3µM*
CCN(CC)P(=O)(c1ccccc1)c1c(C)nc2ccccn12 (stereo not given)
    -2%	x	2%	2%	2%	-5%	-14	3%	-6%	2%	7%

# Of the compounds above, these contain a thiophene ring, fused or not:
# The line under a structure holds: FLuc counter	PKM2 activator	Rab9 prom act	Mito fusion act	NPC1 prom act	Menin MLL FP TR	KCNH2 3.1 inh	MBNL1 CUG block	RORgamma inh	ELG1 DNA repair	VP16 counter
Cc1c(NC(=O)c2cccs2)cccc1[N+](=O)[O-]
    3%	0%	-4%	2%	4%	-17%	-4	7%	-1%	19%	12%
Brc1csc(/C=N/Nc2nc3ccccc3s2)c1
    1.2µM*	-16%	3.2µM*	-2%	5µM*	u	-6	-2%	0.56µM*	u	1.3µM*
